HSF1 inhib = HSF1 inhibition. NIH3T3-HGL HSE-luciferase, MG132-induced, luminescence 8 h; stronger effect = lower value. activity change, negative = inhibition, % at 7.5 µM (by protocol). 300,000 tested, 0.77% active. AID 2098;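 active = more than half of replicate wells show activity change below -50%, luminescence cut by over half; inconclusive = some wells, but at most half, below -50%; inactive = no replicate well below -50%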;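 note: luciferase reports HSF-1 transcriptional activity via heat shock element; 0% = median of DMSO wells and -100% = zero luminescence signal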
IEC-6 tox = counter-screen for KLF5 inhibitors: cytotoxicity in IEC-6 cells; 290,000 tested, 0.78% active; AID 1825; IEC-6 cytotoxicity, luminescence viability; inhibition, % at 5 µM; in the data active = inhibition above about 22%;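 note: 0% = plate median of test compound wells and 100% = cytotoxic reference compound wells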
aSyn 5UTR inh = MLPCN primary screen, SNCA 5' untranslated region; alpha-synuclein 5'UTR reporter, inhibitor activity; inhibition, % (tested at 7.5 µM); 300,000 tested, 0.82% active; in the data active = inhibition above about 60%; inconclusive = no clear call, values can overlap the other calls;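 note: H4 neuroglioblastoma cells stably carrying SNCA 5'UTR luciferase fusion; 0% = DMSO wells and 100% = positive control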
HSF-1 act = increases HSF-1 driven luciferase reporter signal | NIH3T3-HGL HSF-1 luciferase reporter, MG132, 8 h; 100% = twice DMSO control signal | activation, % at 9 µM | 300,000 tested, 1.7% active;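 active = mean replicate activation of at least 50% with a set share of replicates each reaching 50%; inconclusive = only one of those two conditions met; inactive = mean below 50% and too few replicates reaching it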;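 note: 0% = median of the neutral control wells and 100% = twice that signal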
GSK3beta inhib = inhibitors of human GSK3beta kinase | P49841 | GST-GSK3beta kinase, ADP-Glo luminescence, 60 min; stronger effect = lower value | activity score (negative = inhibition), % at 10 µM | 300,000 tested, 0.038% active | AID 2097;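 active = more than half of replicate wells score below -50%, meaning over 50% inhibition versus plate controls; inconclusive = some replicates but at most half score below -50%; inactive = no replicate scores below -50%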;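 note: 0% = median DMSO wells and -100% = median GW8510 positive control wells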
Target sequence (P49841 whole entry, looked up): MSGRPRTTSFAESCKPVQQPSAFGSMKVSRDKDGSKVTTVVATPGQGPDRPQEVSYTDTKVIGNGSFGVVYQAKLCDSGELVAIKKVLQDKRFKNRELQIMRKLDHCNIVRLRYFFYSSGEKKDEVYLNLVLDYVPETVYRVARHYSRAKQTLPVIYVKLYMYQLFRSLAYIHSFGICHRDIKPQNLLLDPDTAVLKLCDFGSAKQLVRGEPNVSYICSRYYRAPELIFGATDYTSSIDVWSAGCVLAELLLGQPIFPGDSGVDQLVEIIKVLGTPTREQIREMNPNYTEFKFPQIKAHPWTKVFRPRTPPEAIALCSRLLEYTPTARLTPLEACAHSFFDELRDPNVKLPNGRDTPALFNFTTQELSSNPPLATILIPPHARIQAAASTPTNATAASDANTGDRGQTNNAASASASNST
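Test system: GST-tagged human GSK3beta kinase, cell-free; evaluation: activity score scaled between in-plate DMSO and GW8510 controls; measured by: ADP-Glo luminescence; incubation: 60 min reaction, RT; benchmarks: DMSO and 20 µM GW8510; reagent: peptide substrate plus 25 µM ATP (final); medium: Tris/MgCl2 kinase buffer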
PolyA inhibitor = blocks polyadenylation in yeast reporter cells | S. cerevisiae SKY197-pL101 polyadenylation reporter, beta-gal luminescence; efflux-impaired pdr1/pdr3 knockout yeast; score 100 = 6 SD above DMSO | calls only at 12 µM | 300,000 tested, 0.02% active | AID 1875;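 active = lowest replicate activity score at least 50, where 100 means six control SD above control mean; inconclusive = lowest score under 50 but half or more replicates reach 50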;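 note: yeast exposed to compound for 9 h at 30 °C; higher score means more reporter readthrough which indicates perturbed polyadenylation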
GSK3A inh = human GSK-3 alpha kinase inhibition | AID 2650 | 320,000 tested, 0.1% active | P49840 | inhibition, % at 10 µM | ADP-Glo luminescence, 60 min;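 in the data active = inhibition above about 50%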;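 note: GST-tagged GSK-3 alpha with peptide substrate and 25 µM ATP; 0% = DMSO neutral wells and 100% = GW8510 positive control wells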
Target sequence (P49840 whole entry, looked up): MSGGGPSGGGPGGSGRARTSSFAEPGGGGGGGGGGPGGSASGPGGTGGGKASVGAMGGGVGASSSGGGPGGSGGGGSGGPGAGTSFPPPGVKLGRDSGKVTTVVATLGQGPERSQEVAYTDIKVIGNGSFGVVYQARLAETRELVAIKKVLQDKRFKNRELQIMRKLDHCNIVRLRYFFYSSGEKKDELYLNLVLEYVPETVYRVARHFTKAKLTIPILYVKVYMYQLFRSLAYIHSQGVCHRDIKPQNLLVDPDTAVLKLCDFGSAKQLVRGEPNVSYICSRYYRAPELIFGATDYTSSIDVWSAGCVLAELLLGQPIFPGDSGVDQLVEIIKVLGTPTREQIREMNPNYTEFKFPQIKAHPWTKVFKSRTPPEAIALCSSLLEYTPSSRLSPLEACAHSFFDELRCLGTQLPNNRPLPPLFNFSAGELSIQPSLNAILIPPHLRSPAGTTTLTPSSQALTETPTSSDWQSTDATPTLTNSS
HSP90 refold inh = blocks HSP90-mediated luciferase refolding in reticulocyte lysate. inhibition, % at 5.6 µM. Rabbit reticulocyte lysate, luciferase refolding luminescence, 3 h. 290,000 tested, 0.91% active;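 active = inhibition above the screen-wide mean plus 3 SD, computed separately per campaign, cut at about 16% in these data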;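 note: 0% = DMSO wells and 100% = 60 µM geldanamycin wells; inhibitors lower the luminescence because luciferase stays unfolded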
KLF5 inh = inhibitors of KLF5 expression | DLD-1 KLF5 promoter-luciferase reporter, luminescence | inhibition, % at 5 µM | 290,000 tested, 0.23% active;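 active = inhibition above a per-plate limit of that plate's mean compound inhibition plus 3 SD, cut at about 60% in these data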;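 note: 0% = DMSO wells and 100% = LY294002 at 200 µM; higher means less KLF5 promoter-driven luciferase light; inactives centre near -14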
AI-2 QS mod = Vibrio harveyi AI-2 quorum sensing modulation; AID 2094; 300,000 tested, 0.4% active; Vibrio harveyi JMH597 AI-2 luminescence/OD600 ratio, 9 h; stronger effect = lower value; strain lacks LuxN and CqsS sensors; 0 = neutral-control median; activity change, % at 7.5 µM; in the data active = activity change below about -75%, passing the limit was not always enough; inconclusive = no clear call, values can overlap the other calls;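 note: luminescence divided by OD600 gain over 9 h not by final OD600 alone; inactives centre near 13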
The depositor's hits bear a star; i = inactive; ? = inconclusive; / = no result given. Not all compounds are listed; the hit share may differ from the screen's.

SMILES	HSF1 inhib	IEC-6 tox	aSyn 5UTR inh	HSF-1 act	GSK3beta inhib	PolyA inhibitor	GSK3A inh	HSP90 refold inh	KLF5 inh	AI-2 QS mod
CC12CC3(C)CC(C)(C1)CC(NC(=O)N1CCCC1)(C2)C3	-4	3	7	-15	3	i	-3	-1	-24	15
Cc1nnc(NC(=O)c2ccco2)s1	-2	2	-13	-7	2	i	2	0	-19	31
CCOC(=O)c1c(C)n(-c2ccc(C)cc2)c2ccc(OCC(O)CNCC3CCCO3)cc12 (centres undefined)	-1	3	75*	7	0	i	7	9	1	8
CSc1nnc(NC(=O)c2ccc(S(=O)(=O)N3CCOCC3)cc2)s1	-1	-1	-29	9	-3	i	1	-1	-140	15
O=[N+]([O-])c1cc(Cl)ccc1N1CCN(c2cccc(C(F)(F)F)c2)CC1	15	-1	-16	-3	-2	i	-5	2	-43	-10
COc1ccc(C(=O)NCC(=O)N/N=C/c2cccnc2)cc1OC	-1	-5	4	11	-2	i	-1	-2	-14	-4
CC(Oc1ccccc1)C(=O)Nc1ccc(NC(=O)c2ccccc2)cc1 (centres undefined)	-3	-4	37	0	-1	i	-47	0	-30	15
O=C(Cn1cc(C(F)(F)F)ccc1=O)Nc1ccccc1	0	-2	-55	10	1	i	-1	0	-29	16
Cc1ccc(S(=O)(=O)N/N=C\c2ccc(Cl)c([N+](=O)[O-])c2)cc1	7	-4	8	8	2	i	-4	0	-3	1
COc1ccc(NC(=O)COC(=O)CCCC2=NS(=O)(=O)c3ccccc3N2)cc1Cl	-2	-11	-2	-8	-2	i	-2	-4	-41	16
Cc1cc(Cl)c(OCCCn2cncn2)c(Br)c1	-4	-2	4	-11	3	i	-2	2	-13	-5
COc1ccccc1OCc1nc2ccccc2n1C	7	1	-48	34	-1	i	4	1	-96	3
CC(OC(=O)c1cccc(-n2cnnn2)c1)C(=O)Nc1ccc(F)cc1Cl (centres undefined)	0	/	13	-8	6	i	0	/	/	12
COc1ccc(OCC(=O)Nc2ccc(S(=O)(=O)N3CCCC3)cc2)cc1	-5	-3	7	3	4	i	1	-3	-37	?
Cn1c2c(c(=O)n(C)c1=O)C(c1ccc(C(F)(F)F)cc1)CC(=O)N2 (centres undefined)	3	/	15	7	0	i	-2	/	/	18

By substructure, the compounds so far containing a halogen
SMILES	HSF1 inhib	IEC-6 tox	aSyn 5UTR inh	HSF-1 act	GSK3beta inhib	PolyA inhibitor	GSK3A inh	HSP90 refold inh	KLF5 inh	AI-2 QS mod
O=[N+]([O-])c1cc(Cl)ccc1N1CCN(c2cccc(C(F)(F)F)c2)CC1	15	-1	-16	-3	-2	i	-5	2	-43	-10
O=C(Cn1cc(C(F)(F)F)ccc1=O)Nc1ccccc1	0	-2	-55	10	1	i	-1	0	-29	16
Cc1ccc(S(=O)(=O)N/N=C\c2ccc(Cl)c([N+](=O)[O-])c2)cc1	7	-4	8	8	2	i	-4	0	-3	1
COc1ccc(NC(=O)COC(=O)CCCC2=NS(=O)(=O)c3ccccc3N2)cc1Cl	-2	-11	-2	-8	-2	i	-2	-4	-41	16
Cc1cc(Cl)c(OCCCn2cncn2)c(Br)c1	-4	-2	4	-11	3	i	-2	2	-13	-5
CC(OC(=O)c1cccc(-n2cnnn2)c1)C(=O)Nc1ccc(F)cc1Cl (centres undefined)	0	/	13	-8	6	i	0	/	/	12
Cn1c2c(c(=O)n(C)c1=O)C(c1ccc(C(F)(F)F)cc1)CC(=O)N2 (centres undefined)	3	/	15	7	0	i	-2	/	/	18

(cont.)
SMILES	HSF1 inhib	IEC-6 tox	aSyn 5UTR inh	HSF-1 act	GSK3beta inhib	PolyA inhibitor	GSK3A inh	HSP90 refold inh	KLF5 inh	AI-2 QS mod
Cc1nn(CC#N)c(=O)n1-c1ccc(C(C)C)cc1	0	0	4	4	1	i	-3	2	-9	13
CCNC(=O)NC(=O)C(C)OC(=O)c1cc(S(=O)(=O)N2CCCCCC2)ccc1OC (centres undefined)	-1	-3	31	-12	1	i	0	4	-7	5
Fc1cccc(NC(=S)NCc2ccccc2Cl)c1	10	-1	17	8	1	i	0	1	-7	-20
COc1ccc(OCc2cc(C(=O)N(C)Cc3cc(C)no3)no2)c(Cl)c1	37	-3	-182	30	0	i	0	-3	-149	13
Cc1sc2nc(CN3CCCC3)nc(Cl)c2c1C	3	5	-11	3	0	i	-2	4	8	14
Cc1ccc(-c2nc3cccnc3s2)cc1NS(C)(=O)=O	7	-2	-186	21	2	i	0	4	-48	26
CCOC(=O)C1CCN(C(=O)Nc2c(-c3ccccc3)noc2C)CC1	-4	-2	-1	-5	-6	i	0	1	-8	27
CCNC(=S)N1CCN(S(=O)(=O)c2cccc(C(F)(F)F)c2)CC1	30	-1	-12	72*	0	i	0	-1	-3	1
COc1cccc(-c2cn(C[C@H]3CC[C@@H]([C@@H]4CC[C@H](Cn5cc(-c6cccc(OC)c6)nn5)O4)O3)nn2)c1	0	7	1	0	2	/	-2	-1	-25	25
Cn1c(SCC(=O)c2ccc(F)cc2)nnc1-c1cnccn1	-6	-2	-63	-1	-2	i	/	0	-36	15
CC(C)Cn1c(N)c(C(=O)COC(=O)Cc2cccc(C(F)(F)F)c2)c(=O)n(C)c1=O	-1	/	6	-7	0	i	-2	/	/	5
O=C(NCC1CCN(Cc2ccccc2F)CC1)Nc1ccccc1F	-3	1	9	-9	-1	i	0	-2	-46	3
Cc1cc(NC(=O)c2cnn3c(C(F)F)cc(C4CC4)nc23)no1	-12	-4	22	0	2	i	-3	0	-12	43
CCC(=O)Nc1ccc(-c2ccc(N3CCN(C)CC3)nn2)cc1	-4	0	-73	-5	2	i	-3	1	-17	9
CCCCn1nnnc1SCC(=O)NNC(=O)C1CCCCC1	-21	2	3	0	0	i	-1	3	-18	30
COc1cccc(C(=O)OCC(=O)Nc2cc(C)c(C)cc2[N+](=O)[O-])c1	-4	-4	1	-6	0	i	-2	4	-28	10
CC[N+](CC)(CC#Cc1ccccc1)CC#Cc1ccccc1	-3	3	-12	-11	-1	i	-1	0	-19	4
COc1ccc(C)cc1NC(=O)CSc1nnc(CC(=O)Nc2cccc(C(F)(F)F)c2)n1C	3	2	25	0	2	i	/	2	-53	42
CCN(CC(=O)Nc1cc(C)nn1-c1nc(C)cc(C)n1)Cc1ccccc1	1	-2	8	-8	-1	i	-7	0	-32	9
CCN(CC(=O)Nc1ccc2c(c1)OCCO2)S(=O)(=O)c1ccc(F)cc1	-5	6	2	-17	2	i	-1	-6	-31	13
Cc1ccc(N2C(=O)CC(Cc3cccc(C)c3)C2=O)cc1 (centres undefined)	6	-2	-10	32	-3	i	-1	0	-1	13
O=C(NC(=S)Nc1ccc2c(c1)OCCO2)c1ccc(F)cc1Cl	15	8	-136	40	-2	i	-1	-3	-3	10
c1ccc(Cc2nn3c(Cn4cnc5ccccc54)nnc3s2)cc1	-2	-1	18	32	-1	i	-1	0	-33	1
COc1ccccc1N1CCN(C(=O)NC23CC4CC(CC(C4)C2)C3)CC1	1	1	2	29	1	i	-1	-3	8	19
Cc1ccc(C(=O)Oc2coc(CSc3nnc(NC(=O)c4cccs4)s3)cc2=O)cc1C	3	-9	14	4	1	i	-3	3	-23	28
O=C(CSc1ccccc1)Nc1cccc(NC(=O)c2ccco2)c1	-68*	0	-9	-75	-2	i	-1	-1	-6	17
CCN(CC(=O)NCc1ccc(F)cc1)C(=O)Cc1c(F)cccc1Cl	11	1	0	20	-1	i	-4	-3	-14	10
Cc1ccc(-c2nc(NCc3cccnc3)c3ccccc3n2)cc1	-2	2	-78	7	2	i	1	3	-20	14
COc1cc(C)ccc1NC(=O)c1ccc(S(=O)(=O)N2CCOCC2)cc1	2	-3	4	3	-1	i	-1	-1	-9	28
COC(=O)CSc1nnc(CSc2nc(C)cc(C)n2)n1Cc1ccco1	4	2	10	-7	1	i	-2	-1	-2	30

Arranged by the number under aSyn 5UTR inh (ascending): 3 of the compounds above.
| SMILES | aSyn 5UTR inh |
| --- | --- |
| COC(=O)CSc1nnc(CSc2nc(C)cc(C)n2)n1Cc1ccco1 | 10 |
| c1ccc(Cc2nn3c(Cn4cnc5ccccc54)nnc3s2)cc1 | 18 |
| COc1ccc(C)cc1NC(=O)CSc1nnc(CC(=O)Nc2cccc(C(F)(F)F)c2)n1C | 25 |

Other compounds
SMILES	HSF1 inhib	IEC-6 tox	aSyn 5UTR inh	HSF-1 act	GSK3beta inhib	PolyA inhibitor	GSK3A inh	HSP90 refold inh	KLF5 inh	AI-2 QS mod
N#Cc1nc(COc2ccc(Br)cc2)oc1NCCN1CCOCC1	-3	-3	4	-18	0	i	0	-1	-30	-4
CC1(C)CC(NS(=O)(=O)c2ccc(S(N)(=O)=O)cc2)CC(C)(C)N1	-7	1	0	5	-2	i	-2	1	-35	11
CC(C)NCC1CCc2cc(CO)c([N+](=O)[O-])cc2N1 (centres undefined)	3	-6	1	-13	4	i	-5	5	-3	11
Cc1ccccc1N(C(=O)CCC(=O)Nc1ccccn1)C(C(=O)NC(C)C)c1ccc(O)cc1 (centres undefined)	1	2	3	-10	-2	i	/	2	-6	21
COc1ccccc1CC(=O)NCCc1ccccc1	1	-5	-26	-2	-3	i	-1	-1	-14	14
CCC1(C)Cc2c(sc3c2c(=O)n(C)c2nnc(SCCc4ccccc4)n32)CO1 (centres undefined)	-5	9	0	2	2	i	1	0	-6	11
CC(C)NC(=S)N1CCN(S(=O)(=O)c2cccc(C(F)(F)F)c2)CC1	-19	-1	-3	-14	-11	i	2	-5	-1	16
COCCNC(=O)C(c1ccco1)N(C(=O)Cn1nnc2ccccc21)c1ccccc1C (centres undefined)	0	-4	6	2	5	i	0	-3	-10	8
CC1CC(C)CN(c2ncnc3c2cnn3Cc2ccc(Cl)cc2)C1 (centres undefined)	-2	1	12	6	1	i	-2	8	-27	4
CCCNC(=O)COC(=O)/C=C/c1ccc2c(c1)OCO2	-7	-6	-14	-4	1	i	-3	-4	17	9
Cc1cccc(NC(=S)N/N=C/c2ccc(Cl)c([N+](=O)[O-])c2)c1	7	6	4	15	1	i	-5	1	-37	17
CCc1ccc(NC(=O)CO/N=C(\C)c2cc3ccccc3o2)cc1	-2	5	-13	17	-1	i	-2	-3	19	11
